From PubChem
EPAC1 antagonist: antagonists of human EPAC1 | EPAC1 GEF assay, Rap1b-BODIPY-GDP exchange fluorescence | Potency, µM (doses to about 115 µM), for the others: at the top dose activity change, negative = inhibition, hits mostly inhibitors | 360,000 tested, 0.14% active;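 also: potency is read from the fitted curve at half-maximal effect; plate controls were vehicle for no effect and positive control for full effect; nearly all actives have a fitted effect of over 50% in size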
PLK1 PBD inh: blocks phosphopeptide binding to human PLK1 polo-box domain; AID 720504; Plk1 PBD binding of FITC phosphopeptide, fluorescence polarization; P53350; 360,000 tested, 2.8% active; Potency, µM, inactives show max response, negative = inhibition, actives largely listed as inhibitors; also: potency is read from the fitted curve at half-maximal effect; series mostly up to about 57 µM; % is scaled to controls: 0 for no effect and ±100 for the full control effect; nearly all actives have a fitted effect of over 65% in size
EPAC1 ag: EPAC1 (human) agonism; O95398; EPAC1 agonist qHTS, biochemical assay; response scale: 100% = response to 6.5 mM cAMP; Potency, µM (doses to about 154 µM), inactives show at the top dose activation, hits mostly activators; 360,000 tested, 0.073% active; AID 720707; also: potency is read from the fitted curve at half-maximal effect; nearly all actives have a fitted effect of over 60% in size
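Fluorescent GDP-exchange assay: 100 nM EPAC1 with 250 nM Rap1B preloaded with BODIPY-GDP and 50 uM GDP; compounds tested as concentration series, 5 min at room temperature, then read every 5 min for 30 min (ex 480/em 540 nm); normalized to 6.5 mM cAMP.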
WRN helicase inh: WRN helicase (human) inhibition; AID 651768; 360,000 tested, 0.46% active; Q14191; Potency, µM (series often up to 114 µM), without a hit: at the top dose activity change, negative = inhibition, usual class: inhibitors; WRN helicase unwinding, fluorescent forked duplex, kinetic; also: potency is read from the fitted curve at half-maximal effect; % is scaled to controls: 0 for no effect and ±100 for the full control effect; nearly all actives have a fitted effect of over 55% in size
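WRN at 20 nM final preincubated with compound 15 min at room temperature; reaction started with 100 nM fluorophore/quencher forked duplex oligonucleotide and 2 mM ATP final. Unwinding followed kinetically by red fluorescence (ex 525, em 598 nm).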
FUS suppressor: FUS proteinopathy suppression in yeast | S. cerevisiae FUS-expressing, growth rescue, OD600, 24 h | Potency, µM (series often up to 76.6 µM), for inactives: at the highest dose growth rescue (activation), usual class: activators | 390,000 tested, 0.24% active;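 also: potency is read from the fitted curve at half-maximal effect; plate controls were DMSO vehicle for no effect and reference control for full effect; nearly all actives have a fitted effect of over 55% in size; some results filed as inactive show a strong effect at the top dose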
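Absorbance at 600 nm, taken 24hr after compound addition, measured rescue of FUS-yeast growth at 30C. Induction used 2% galactose with seeding at OD 0.005. Controls: CP55940 from 92uM final, DMSO only.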
IL-2 act: activators of IL-2; IL-2 activation reporter assay, cell-based qHTS; stimulated with anti-CD3/CD4/CD28 beads; in transgenic mouse T cells; activation, % (series mostly up to about 46 µM); 360,000 tested, 0.065% active; in the data active = activation above about 50%; inconclusive = mostly about 30% to 49%; also: 0% is about no effect
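Unstimulated transgenic mouse T cells preincubated 60 min with compound, then stimulated with anti-CD3/anti-CD4-coated beads plus anti-CD28 for 18 h at 37 degrees C. IL-2 response read as EGFP and DsRed fluorescence by plate cytometry.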
Abeta yeast res: compounds reversing amyloid beta toxicity in yeast. Potency, µM (highest dose often 46.1 µM), without a hit: at the highest dose growth rescue, hits mostly activators. yeast expressing A-beta42, growth rescue, OD600, 48 h; response scale: 0% DMSO, 100% iron-clioquinol control. AID 1347071. 410,000 tested, 0.063% active; also: potency is read from the fitted curve at half-maximal effect; nearly all actives have a fitted effect of over 55% in size
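Yeast growth medium received pinned compounds, then yeast cells expressing toxic A-beta were added; plates incubated at 30 C for 48 hr. Growth read as absorbance at 600 nm, normalized to DMSO and equimolar FeCl3 plus clioquinol controls.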
PI5P4K alpha inh: inhibitors of human PI5P4K alpha; PI5P4Kalpha enzyme, ADP-Glo luminescence, 60 min; hits give low values; max response, %; 330,000 tested, 1.2% active; AID 652105; active = max response of -50% or lower; inconclusive = between -30% and -50%; inactive = -30% or higher; also: value at the top dose of about 77 µM; % is scaled to controls: 0 for no effect and ±100 for the full control effect
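Quantitative HTS of the MLSMR library against PI5P4Kalpha with substrate. ATP added last at 5 microM final; room temperature, 60 minutes. Remaining ATP depleted, ADP converted and read as luminescence.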
* = called active by the depositor; ? = inconclusive; nt = not tested or not shown; [ ] = another dose, or the depositor's remark. Unless noted, calls follow the shape of the dose curve; as a rule, active = well fitted curve in the direction sought with a large enough effect; inconclusive = small, poorly fitted or top-dose-only effect, or another doubt; inactive = no such curve, though single readings can be large; an effect the other way counts as inactive or inconclusive.

cpd	Compound	EPAC1 antagonist	PLK1 PBD inh	EPAC1 ag	WRN helicase inh	FUS suppressor	IL-2 act	Abeta yeast res	PI5P4K alpha inh
1	COc1ccc(S(=O)(=O)Cc2ccc(C(=O)N3CCN(c4ccc(Cl)cc4)CC3)o2)cc1	-10%	0%	-7%	-8%	38%	-1.5	5%	-2
2	O=C(C[n+]1ccc(C(=O)NCc2ccccc2)cc1)c1ccc(Cl)cc1	2%	-3%	9%	-19%	nt	-2.5	2%	-4
3	Cc1cccc(C(=O)NNC(=O)c2ccccc2O)c1	-1%	3%	3%	9%	-11%	0.1	-17%	-3
4	O=C(NNC(=O)c1cc2cc3ccccc3nc2s1)c1ccc(F)cc1	-22%	-17%	-1%	-23%[57.1 µM]	18%	1.8	10%	-15
5	Cc1c(CCC(=O)O)c(=O)oc2c(C)c3occ(-c4ccc(Br)cc4)c3cc12	?	27µM*	?	63µM*	12%	-1.5	-10%	-25
6	COc1ccc(N(C)S(=O)(=O)c2cccc(C(=O)NC3=NCCS3)c2)cc1	12%	-10%	0%	-5%	4%	-0.4	-6%	-4
7	CCc1cccc(OCCCN2C(=O)NC(C)(C)C2=O)c1	4%	-5%	1%	6%	2%	-2.6	1%	-1
8	Cc1cc(C)n2nc(C(=O)N3CCN(Cc4ccc5c(c4)OCO5)CC3)nc2n1	8%	-1%	3%	-9%[11.6 µM]	4%	-0.8	-2%	-4
9	O=C(c1ccco1)N1CCN(C(=O)c2ccco2)CC1	-6%	-8%	9%	0%	-13%	0.0	-17%	-2
10	Cc1cc(=O)c(C(=O)O)nn1-c1ccc(Cl)cc1	-16%	3%	2%	7%	16%	0.0	nt	0
11	COc1ccc(Cl)c(CNC[C@H]2O[C@@H](n3cnc(C(N)=O)n3)[C@H](O)[C@@H]2O)c1	2%	-2%	-19%	5%	-18%	0.3	-4%	1
12	CCOC(=O)c1c[nH]c2c([N+](=O)[O-])cc(OC)cc2c1=O	16%	-3%	6%	10%	2%	-0.4	14%	-5
13	CS(=O)(=O)c1ccc2nc(NC(=O)CCN3C(=O)c4ccccc4C3=O)sc2c1	-31%	?	2%	6%[57.1 µM]	3%	0.5	-16%	5
14	COc1ccc(C2CCCN2C(=S)Nc2cccc(Cl)c2)cc1OC (stereo unspecified)	-30%	-5%	12%	-4%	24%	-0.8	-2%	3
15	Cc1cccc(C(=O)OCC(=O)N2CC(=O)Nc3ccccc32)c1C	-9%	-13%	-6%	-25%	15%	-0.5	-4%	-13
16	Cc1ccn2cc(-c3ccc(NC(=O)c4ccco4)cc3)nc2c1	2%	-5%	-5%	-1%	13%	1.3	-22%	7
17	CN(C)/C=C1/C=C(C=O)OC1=O	1%	-2%	0%	-7%	-12%	0.7	9%	4
18	COCc1cc(=O)[nH]c(-c2ccccc2)n1	6%	-28%	2%	1%	-3%	-1.1	-8%	-7
19	COc1ccc(CCNC(=O)C2(C)CCC(=O)N2CCC(C)C)cc1OC (stereo unspecified)	10%	5%	-13%	1%	6%	-1.3	-8%	7
20	COc1ccc2[nH]c3c(c2c1)CCN1C(=O)C(CC(=O)NCCC2=CCCCC2)C[C@H](C(=O)N2CCOCC2)[C@@]31CCC1CCCC1 (stereo partly specified)	5%	0%	-9%	11%	-20%	-0.1	6%	-2
21	O=C(N/N=C/c1ccccn1)c1cc(-c2ccncc2)nc2ccccc12	8%	-4%	5%	8%	nt	-0.6	6%	0
22	Cc1cc2n(n1)C(c1cn(-c3ccccc3)nc1C)Nc1c(C)cccc1-2 (stereo unspecified)	-5%	-2%	0%	-8%	-1%	0.0	3%	13
23	COc1ccc(CNC(=O)CCC(=O)Nc2nnc(C(C)C)s2)cc1	-3%	-13%	0%	2%	-9%	0.6	6%	1
24	Cc1noc(C)c1CC(=O)Nc1ccc2c(c1)OCO2	8%	-10%	8%	-7%	-7%	0.2	-17%	-7
25	O=C(Cn1cnc2ccccc21)NCCCN1CCOCC1	2%	-3%	1%	1%	-4%	-0.9	3%	nt
26	O=S(=O)(Nc1ccc(-c2cn3c(n2)SCC3)cc1)c1cccs1	-9%	?	3%	-8%	23%	-2.1	1%	-25
27	Cc1ccc2c(c1)C(CCN)C(=O)N2Cc1ccccc1 (stereo unspecified)	-16%	-20%	10%	2%	24%	-0.2	4%	6
28	COc1ccc(CN2CCCC(C(=O)Nc3cccc(-n4cnnn4)c3)C2)c(C)c1C (stereo unspecified)	12%	-6%	-1%	-5%	12%	-2.7	9%	1
29	COc1ccc(CNC(=O)COC(=O)c2cccc(S(=O)(=O)N3CCOCC3)c2)cc1	6%	-2%	-2%	0%	nt	-0.1	-18%	1
30	Brc1ccc(NCc2nnc3n2CCCCC3)cc1	14%	0%	-1%	-10%	-2%	-1.8	6%	nt
31	O=C(O)CCNC(=S)Nc1cccc(F)c1	-25%	-12%	8%	-7%	-9%	0.8	6%	8
32	CC(C)Sc1nnc(SCC(=O)NCCCN2CCCC2=O)s1	10%	3%	7%	2%	nt	-2.0	1%	4
33	CCc1ccc([C@@H]2CC=C(C(=O)O)[C@H](c3ccc(F)cc3)N2S(=O)(=O)c2ccc(C)cc2)cc1	-15%	?	-16%	-8%	-13%	-2.8	-24%	-4
34	CC(C)CN(CC(C)C)C(=O)Nc1ccc(F)cc1F	0%	1%	-19%	-10%	-4%	-2.9	2%	-2
35	C[C@@H]1CN([C@@H](C)CO)C(=O)c2cc(Br)cnc2O[C@H]1CN(C)C(=O)Nc1ccc2c(c1)OCO2	-3%	4%	-5%	3%	4%	-2.7	9%	0
36	Nc1nc(SCc2nc3scc(-c4ccccc4)c3c(=O)[nH]2)n[nH]1	-1%	-4%	0%	-12%	33%	-1.9	1%	nt
37	O=C(COc1ccccc1O)c1cccs1	7%	-11%	-1%	-9%	33%	-0.3	-5%	0
38	CC(Cl)C(=O)c1ccc2c(c1)CCN2C(=O)C1CC1 (stereo unspecified)	-7%	19µM*	-12%	-5%	6%	-1.8	11%	0
39	Fc1ccccc1NC(=S)NN(Cc1ccccc1)c1ccccc1	-16%	-3%	18%	-9%	?	1.7	30%	nt
40	Cc1[nH]c2ccccc2c1CCN(Cc1cccnc1)C(=S)Nc1ccc(F)cc1	4%	0%	-3%	-9%	9%	-2.1	5%	-2
41	Cc1ccc(-n2c(-c3ccccc3)c[nH]c2=S)cc1	-13%	?	0%	1%	-6%	-6.0	-2%	2
42	COc1ccc(C(=O)NC(=S)N2CCC(C)CC2)cc1	2%	-9%	9%	-4%	0%	-2.4	5%	0
43	CCCn1nc(C(=O)OCC(=O)NC(C)c2ccccc2)c2ccccc2c1=O (stereo unspecified)	-5%	-4%	-2%	4%	11%	0.1	-24%	0
44	CCOc1ccc2nc(SCC(=O)c3ccc(O)cc3O)sc2c1	?	-6%	0%	-7%	-27%	-0.2	-4%	1
45	O=C(NCC1CCCO1)c1ccc(Br)c(S(=O)(=O)N2CCOCC2)c1 (stereo unspecified)	7%	9%	-14%	-12%	-16%	-0.3	14%	8
46	CCOCCCNS(=O)(=O)c1ccc2c(c1)OCCO2	1%	?	0%	2%	-25%	0.6	12%	-7
47	CC1(C)C(c2cccs2)=[N+]([O-])C2(CCCCC2=O)N1O (stereo unspecified)	-12%	-5%	-7%	9%	-28%	0.8	3%	-2
48	O=C(NCCc1cnc[nH]1)c1ccc(-c2ccccc2)cc1	-7%	-20%	1%	-3%	-31%	-3.1	-15%	-2
49	CCOc1ccccc1N1CC(C(=O)Nc2cc(S(C)(=O)=O)ccc2Cl)CC1=O (stereo unspecified)	-4%	-9%	5%	2%	17%	1.1	-5%	2
50	CC(C)(C)NC(=O)c1cccc(NC(=O)Cc2cccs2)c1	0%	-1%	-2%	5%	9%	0.1	4%	4
51	O=C1COCC(=O)N1CCc1c[nH]c2ccccc12	10%	-11%	-6%	6%	1%	0.2	8%	-18
52	C#Cc1ccc([C@@H]2C=C(C(=O)N3CCOCC3)O[C@H](OCC)[C@H]2CCCO)cc1	6%	1%	-4%	2%	-3%	-1.2	-16%	-3
53	COC(=O)CSc1nnc(-c2ccccc2OC)o1	-3%	-7%	1%	-2%	18%	4.2	8%	nt
54	COCCn1c(=O)[nH]c(=O)c2c(C(F)(F)F)cc(-c3cccs3)nc21	1%	-13%	11%	10%	12%	-0.3	-4%	-12
55	CCn1ncc(C2=NOC(C(=O)Nc3c(C)nn(Cc4ccc(F)cc4)c3C)C2)c1C (stereo unspecified)	12%	-7%	3%	1%	-4%	-0.5	-5%	3

Exported with one line to a screen: part of the list above
52) C#Cc1ccc([C@@H]2C=C(C(=O)N3CCOCC3)O[C@H](OCC)[C@H]2CCCO)cc1
41) Cc1ccc(-n2c(-c3ccccc3)c[nH]c2=S)cc1
47) CC1(C)C(c2cccs2)=[N+]([O-])C2(CCCCC2=O)N1O (stereo unspecified)
43) CCCn1nc(C(=O)OCC(=O)NC(C)c2ccccc2)c2ccccc2c1=O (stereo unspecified)
53) COC(=O)CSc1nnc(-c2ccccc2OC)o1
42) COc1ccc(C(=O)NC(=S)N2CCC(C)CC2)cc1
Screen / compound no. | 52 | 41 | 47 | 43 | 53 | 42
EPAC1 antagonist | 6% | -13% | -12% | -5% | -3% | 2%
PLK1 PBD inh | 1% | ? | -5% | -4% | -7% | -9%
EPAC1 ag | -4% | 0% | -7% | -2% | 1% | 9%
WRN helicase inh | 2% | 1% | 9% | 4% | -2% | -4%
FUS suppressor | -3% | -6% | -28% | 11% | 18% | 0%
IL-2 act | -1.2 | -6.0 | 0.8 | 0.1 | 4.2 | -2.4
Abeta yeast res | -16% | -2% | 3% | -24% | 8% | 5%
PI5P4K alpha inh | -3 | 2 | -2 | 0 | nt | 0
